Screening results: PubChem BioAssay, several laboratories
NS3 helicase inh = HCV NS3 helicase inhibition | inhibition, % at 10.9 µM | NS3 helicase DNA unwinding, Cy5 molecular beacon fluorescence | 290,000 compounds, 0.56% hits;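 active = inhibition above the mean of all tested compounds plus 3 SD, set per campaign, cut at about 35% in these data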;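 also: 0% = DMSO wells and 100% = thioflavine S control wells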
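Compound dosing – single dose, 10.9 µM nominal final, DMSO 0.8% final · System – NS3 helicase fragment of HCV · Buffer or medium – MOPS pH 6.5, MgCl2, DTT, Tween20, BSA · Signal – Cy5 beacon fluorescence read at start and 1 h · Also added – annealed dual-labelled DNA beacon duplex, ATP-started · Schedule – 1 h at 25 °C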
CRFR2-BP antag = antagonists of CRF-binding protein/CRF-R2 receptor complex | HEK293 CRF-R2/CRF-BP, CRF-induced calcium fluorescence | 350,000 compounds, 0.59% hits | inhibition, % at 11.8 µM;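 active = inhibition of the ligand-induced calcium signal above about 50% at the single tested concentration, limit read from the data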
IDE act = activators of human insulin-degrading enzyme in cells. P14735. HEK cells, FAbeta-B cleavage, fluorescence polarization; 0% vehicle, 100% cell-free pure enzyme wells. activation, % at 5.96 µM. 340,000 compounds, 0.073% hits;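 active = activation above the mean of all tested compounds plus 3 SD, set per screening campaign, cut at about 17% in these data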
SUMO HTRF inh = blocks human SUMOylation mediated by UBC9; P63279; HTRF SUMOylation assay, SAE1/SAE2 + UBC9, in vitro; inhibition, % at 35 µM; 290,000 compounds, 0.36% hits; in the data active = inhibition above about 50%, passing the limit was not always enough; also: strong numbers were not always called active
IMP-1 inhibitor = inhibitors of Pseudomonas aeruginosa IMP-1 metallo-beta-lactamase | purified IMP-1, nitrocefin hydrolysis, epi-absorbance fluorescence | inhibition, % at 5.6 µM | 290,000 compounds, 0.45% hits | AID 1556;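 active = inhibition above the mean plus 3 SD of all compounds in the same screening run, cut at about 4.5% in these data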;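 also: 0% = IMP-1 with DMSO and 100% = DMSO wells lacking enzyme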
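Test system: recombinant IMP-1 enzyme, purified / Medium: HEPES buffer pH 7.1 with ZnSO4 and Brij 35 / Doses: single dose, 5.6 µM / Times: 25 °C, 15 min preincubation, 25 min reaction / Detection: Epi-absorbance via hydrolysed-nitrocefin quenching of white-plate fluorescence, 480/530 nm, EDTA stop / Evaluation: percent inhibition from optical density relative to buffer-blank wells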
GalR3 antag = blocks the human galanin receptor 3; O60755; 360,000 compounds, 0.44% hits; HEK293 GalR3-CNG cAMP membrane potential fluorescence; galR3 body fused to GalR1 C-terminus; inhibition, % at 3 µM;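 active = inhibition above the screen-wide average plus 3 SD, cut at about 13% in these data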;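 also: forskolin and galanin both at EC90 stimulate the cells; cAMP rise reported by CNG channel membrane potential dye signal; 0% = forskolin plus galanin with DMSO and 100% = forskolin alone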
IDE inh = cellular human IDE inhibition | HEK cells, FAbetaB cleavage, fluorescence polarization | 320,000 compounds, 0.41% hits | P14735 | inhibition, % at 5.59 µM | AID 434962;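 active = percent inhibition above the average of all tested compounds plus 3 SD, set per screening campaign, cut at about 16% in these data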;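 also: IDE supplied by intact live HEK cells; FP after avidin binding of uncleaved biotin substrate so inhibition keeps polarization high; 0% = DMSO wells and 100% = 60 µM reference IDE inhibitor Ii1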
VIM-2 inh = inhibitors of Pseudomonas aeruginosa VIM-2 metallo-beta-lactamase. purified VIM-2, nitrocefin hydrolysis, epi-absorbance fluorescence. inhibition, % at 5.6 µM. 290,000 compounds, 0.89% hits;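 active = inhibition above the mean of all tested compounds plus 3 SD, cutoff set per screening run, cut at about 7.5% in these data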;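 also: red hydrolysis product quenches plate fluorescence so inhibitors raise well fluorescence; 0% = enzyme with DMSO and 100% = DMSO without enzyme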
p-CIP stab down = compounds decreasing mouse p/CIP protein stability | Q05BA5 | F442A p/CIP-EGFP cells, EGFP fluorescence, 16 h | decrease of EGFP signal, % at 10 µM | 290,000 compounds, 0.01% hits | AID 1984;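 active = EGFP signal decrease of at least 30% at 10 µM or well 3 SD below plate mean, unless failing retest; inactive = the rest, including hits failing retest or dose response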; also: some compounds called inactive have numbers as strong as hits; many of its hits are not listed in these tables
Target sequence (Q05BA5 1-1403): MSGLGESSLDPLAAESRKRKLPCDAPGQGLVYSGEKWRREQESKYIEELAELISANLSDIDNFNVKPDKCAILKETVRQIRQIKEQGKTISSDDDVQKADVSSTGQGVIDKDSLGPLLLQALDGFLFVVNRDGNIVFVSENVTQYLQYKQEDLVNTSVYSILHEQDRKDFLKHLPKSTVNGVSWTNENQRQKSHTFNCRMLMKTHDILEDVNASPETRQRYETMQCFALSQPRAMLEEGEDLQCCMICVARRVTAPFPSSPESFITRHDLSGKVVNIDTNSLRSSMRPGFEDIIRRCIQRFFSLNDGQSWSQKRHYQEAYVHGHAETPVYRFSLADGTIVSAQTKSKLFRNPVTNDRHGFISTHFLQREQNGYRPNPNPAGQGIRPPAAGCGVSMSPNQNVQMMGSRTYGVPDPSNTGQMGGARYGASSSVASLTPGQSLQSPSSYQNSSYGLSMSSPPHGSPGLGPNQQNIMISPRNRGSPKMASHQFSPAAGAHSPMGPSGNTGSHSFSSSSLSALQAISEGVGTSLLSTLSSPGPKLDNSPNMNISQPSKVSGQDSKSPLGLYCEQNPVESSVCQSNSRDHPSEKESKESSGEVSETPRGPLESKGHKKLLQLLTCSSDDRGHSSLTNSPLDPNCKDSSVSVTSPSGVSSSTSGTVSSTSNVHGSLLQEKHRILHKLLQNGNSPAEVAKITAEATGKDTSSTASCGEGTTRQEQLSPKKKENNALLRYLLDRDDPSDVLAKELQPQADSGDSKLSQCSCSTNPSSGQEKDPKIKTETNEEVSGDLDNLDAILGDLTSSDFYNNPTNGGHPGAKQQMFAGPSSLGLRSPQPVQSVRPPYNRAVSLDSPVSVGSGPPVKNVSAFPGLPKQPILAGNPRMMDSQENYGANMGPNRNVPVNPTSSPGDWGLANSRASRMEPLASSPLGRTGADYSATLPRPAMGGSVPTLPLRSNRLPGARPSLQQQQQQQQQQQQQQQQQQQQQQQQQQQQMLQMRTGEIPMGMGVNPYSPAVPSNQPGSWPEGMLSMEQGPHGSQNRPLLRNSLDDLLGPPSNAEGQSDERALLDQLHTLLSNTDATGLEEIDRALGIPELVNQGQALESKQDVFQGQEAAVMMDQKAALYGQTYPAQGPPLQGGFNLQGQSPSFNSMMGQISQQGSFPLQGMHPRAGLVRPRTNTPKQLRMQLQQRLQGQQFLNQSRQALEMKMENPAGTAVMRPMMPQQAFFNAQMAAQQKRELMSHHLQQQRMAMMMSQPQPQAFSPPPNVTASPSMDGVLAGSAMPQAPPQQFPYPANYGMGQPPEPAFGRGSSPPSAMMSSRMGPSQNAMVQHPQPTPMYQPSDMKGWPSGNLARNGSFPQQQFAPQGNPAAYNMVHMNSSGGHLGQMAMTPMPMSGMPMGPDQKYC
* hit, by the source's call.

How did Cc1cc(SCC(=O)N(CC(C)C)c2c(N)n(CC(C)C)c(=O)[nH]c2=O)nc2ccccc12 do in these assays?
CRFR2-BP antag: 12.9; IDE act: -1.6; GalR3 antag: -0.1; IDE inh: -0.7

What do the screens show for `CCC(=O)Nc1ccc(C(=O)OCc2ccccc2)cc1`?
NS3 helicase inh: -7.1; CRFR2-BP antag: -4.3; IDE act: 4.7; SUMO HTRF inh: -5.6; IMP-1 inhibitor: -0.9; GalR3 antag: 8.9; IDE inh: 2.2; VIM-2 inh: 2.6; p-CIP stab down: -5.3

Results for CC(CCC(=O)O)C1CC[C@@]2(C)C3C(=O)CC4C(C)(C)C(O)CC[C@]4(C)C3C(=O)C[C@]12C (some centres undefined) ?
NS3 helicase inh: -1.6; CRFR2-BP antag: -0.2; IDE act: -3.8; SUMO HTRF inh: 17.7; IMP-1 inhibitor: -4.0; GalR3 antag: -8.4; IDE inh: 4.4; VIM-2 inh: -1.0; p-CIP stab down: -9.8

What do the screens show for `COc1cccc(C(=O)/C=C/c2ccc(N3CCCCC3)c([N+](=O)[O-])c2)c1`?
NS3 helicase inh: -0.5; CRFR2-BP antag: 19.9; IDE act: 5.4; SUMO HTRF inh: -20.0; IMP-1 inhibitor: -1.8; GalR3 antag: -2.5; IDE inh: 1.0; VIM-2 inh: -2.2; p-CIP stab down: 0.7

Results for Cc1cc(C(=O)OCC(=O)Nc2cccc(S(N)(=O)=O)c2)c(C)o1 ?
CRFR2-BP antag: 4.5; IDE act: 0.5; GalR3 antag: -2.4; IDE inh: 4.5

What do the screens show for `Cc1cc(NS(=O)(=O)c2ccc(NC(=O)CSc3nc4ncccc4[nH]3)cc2)nc(C)n1`?
NS3 helicase inh: -3.3; CRFR2-BP antag: 25.3; IDE act: 4.0; SUMO HTRF inh: 3.6; IMP-1 inhibitor: -3.0; GalR3 antag: -2.6; IDE inh: 4.5; VIM-2 inh: -2.1; p-CIP stab down: 8.4

Results for c1ccc(CNc2ncnc3nc[nH]c23)nc1 ?
NS3 helicase inh: 2.2; CRFR2-BP antag: -6.1; IDE act: 6.6; SUMO HTRF inh: 2.2; IMP-1 inhibitor: -0.5; GalR3 antag: 0.3; IDE inh: -0.9; VIM-2 inh: -3.6; p-CIP stab down: -10.9

Results for Cn1cc(/C=C2\SC(=O)N(c3ccc(O)cc3)C2=O)c2ccccc21 ?
NS3 helicase inh: -3.7; CRFR2-BP antag: 5.0; IDE act: 4.0; SUMO HTRF inh: 22.4; IMP-1 inhibitor: 0.0; GalR3 antag: 2.8; IDE inh: -1.4; VIM-2 inh: 0.3; p-CIP stab down: 7.7

What do the screens show for `CNc1c(NS(=O)(=O)c2ccc(F)c(Cl)c2)c(=O)oc2ccccc12`?
NS3 helicase inh: -5.2; CRFR2-BP antag: -16.0; IDE act: -3.6; SUMO HTRF inh: -0.4; IMP-1 inhibitor: -2.2; GalR3 antag: -6.8; IDE inh: -3.4; VIM-2 inh: -0.1; p-CIP stab down: -5.9

What do the screens show for `O=C(c1cc(-c2ccccc2Cl)nc2ccccc12)N1CCC1`?
CRFR2-BP antag: 4.9; IDE act: 5.3; GalR3 antag: -3.8; IDE inh: 1.5

What do the screens show for `C=CCn1c(C)cc(C(=O)COC(=O)CCc2cc(OC)c(OC)c(OC)c2)c1C`?
CRFR2-BP antag: -14.2; IDE act: 0.5; GalR3 antag: -5.2; IDE inh: 0.6

How did CS(=O)(=O)N1CCN(C(=O)c2cccnc2)CC1 do in these assays?
NS3 helicase inh: 8.6; CRFR2-BP antag: 2.1; IDE act: 0.6; SUMO HTRF inh: 16.0; IMP-1 inhibitor: -1.2; GalR3 antag: -0.6; IDE inh: 2.6; VIM-2 inh: -1.5; p-CIP stab down: 4.4

How did O=C(O)CCCCCNC(=O)/C=C/c1ccco1 do in these assays?
NS3 helicase inh: 5.8; CRFR2-BP antag: 15.9; IDE act: 8.7; SUMO HTRF inh: 6.4; IMP-1 inhibitor: -1.9; GalR3 antag: -3.3; IDE inh: 2.6; VIM-2 inh: -0.7; p-CIP stab down: -8.0

How did CCOC(=O)c1ccccc1NC(=O)COC(=O)CSCC(=O)Nc1cc(C)on1 do in these assays?
CRFR2-BP antag: 5.0; IDE act: 5.8; GalR3 antag: -4.7; IDE inh: -4.5

How did c1ccc2c3c([nH]c2c1)C1(CCCCC1)NCC3 do in these assays?
NS3 helicase inh: -8.2; CRFR2-BP antag: 2.7; IDE act: 7.0; SUMO HTRF inh: 25.4; IMP-1 inhibitor: -1.2; GalR3 antag: -5.0; IDE inh: -8.2; VIM-2 inh: 0.1; p-CIP stab down: 5.9

How did Cc1ccc(S(=O)(=O)N2CC(=NN=C(N)N)C2)cc1 do in these assays?
NS3 helicase inh: -3.4; CRFR2-BP antag: 7.3; IDE act: -0.1; SUMO HTRF inh: 13.0; IMP-1 inhibitor: -1.8; GalR3 antag: -11.1; IDE inh: -2.2; VIM-2 inh: -0.8; p-CIP stab down: 8.4

What do the screens show for `CCN(CC)C(=O)C(=O)N/N=C/c1ccc(C(=O)OC)cc1`?
NS3 helicase inh: 3.5; CRFR2-BP antag: -5.9; IDE act: 1.3; SUMO HTRF inh: -9.1; IMP-1 inhibitor: -1.7; GalR3 antag: -0.7; IDE inh: -7.5; VIM-2 inh: 2.2; p-CIP stab down: 12.1

Results for COc1ccc(C2CC(O)(c3ccccc3)Oc3cc(OC)c(OC)c(OC)c32)cc1 (centres undefined) ?
CRFR2-BP antag: 40.3; IDE act: 5.6; SUMO HTRF inh: -17.2; GalR3 antag: -3.5; IDE inh: -3.4; p-CIP stab down: -16.1

What do the screens show for `c1ccc(CCNc2ncnc3scc(C4COc5ccccc5O4)c23)cc1` (centres undefined)?
NS3 helicase inh: -3.9; CRFR2-BP antag: -37.6; IDE act: 0.3; SUMO HTRF inh: 9.4; IMP-1 inhibitor: -2.0; GalR3 antag: -4.4; IDE inh: -1.1; VIM-2 inh: -5.6; p-CIP stab down: -8.8

What do the screens show for `c1ccc2c(c1)OCCOCCOc1ccccc1OCCOCCO2`?
NS3 helicase inh: 8.8; CRFR2-BP antag: 2.6; IDE act: 3.3; SUMO HTRF inh: -8.2; IMP-1 inhibitor: -1.9; GalR3 antag: 2.2; IDE inh: 0.4; VIM-2 inh: -4.9; p-CIP stab down: -14.1

What do the screens show for `CSCCC(NS(=O)(=O)/C=C/c1ccccc1)C(=O)O` (centres undefined)?
NS3 helicase inh: -0.8; CRFR2-BP antag: -22.3; IDE act: -5.2; SUMO HTRF inh: 8.9; IMP-1 inhibitor: -1.9; GalR3 antag: 1.9; IDE inh: -0.2; VIM-2 inh: -1.9; p-CIP stab down: -12.7

How did Cc1ccc(S(=O)(=O)NCC(=O)Nc2cccc([N+](=O)[O-])c2)cc1 do in these assays?
NS3 helicase inh: -1.3; CRFR2-BP antag: 1.3; IDE act: 0.7; SUMO HTRF inh: 15.8; IMP-1 inhibitor: -2.3; GalR3 antag: -8.5; IDE inh: 0.5; VIM-2 inh: -2.2; p-CIP stab down: -8.0

Results for O=C(CSCc1cccc(Cl)c1)NCc1ccc2c(c1)OCO2 ?
NS3 helicase inh: -3.9; CRFR2-BP antag: -12.3; IDE act: -2.9; SUMO HTRF inh: -4.1; IMP-1 inhibitor: -0.3; GalR3 antag: -2.8; IDE inh: 0.4; VIM-2 inh: -2.2; p-CIP stab down: -2.5

How did CN1CCC/C1=C1/C(=O)N(c2ccccc2)N=C1NC(=O)Nc1cccc(Cl)c1 do in these assays?
NS3 helicase inh: 5.4; CRFR2-BP antag: -10.3; IDE act: 1.1; SUMO HTRF inh: 8.6; IMP-1 inhibitor: -1.5; GalR3 antag: -5.6; IDE inh: 8.0; VIM-2 inh: 0.2; p-CIP stab down: -7.8

Results for Cc1ccc(NC(=O)COC(=O)c2ccc(Cl)cc2)cc1S(=O)(=O)N(C)C ?
NS3 helicase inh: 0.1; CRFR2-BP antag: -8.4; IDE act: 3.2; SUMO HTRF inh: -1.3; IMP-1 inhibitor: -2.6; GalR3 antag: -8.6; IDE inh: 3.9; VIM-2 inh: -3.6; p-CIP stab down: 6.5

How did O=C(OCc1nc2ccccc2s1)c1ccccc1O do in these assays?
NS3 helicase inh: 8.9; CRFR2-BP antag: -8.2; IDE act: 7.5; SUMO HTRF inh: -7.5; IMP-1 inhibitor: -4.0; GalR3 antag: -3.4; IDE inh: -4.1; VIM-2 inh: -2.5; p-CIP stab down: -1.1

Results for CCC(C(=O)NC(C)(C)C)N(Cc1ccco1)C(=O)CNS(=O)(=O)c1ccc(OC)cc1 (centres undefined) ?
NS3 helicase inh: -11.9; CRFR2-BP antag: 0.3; IDE act: 4.3; SUMO HTRF inh: 2.8; IMP-1 inhibitor: -2.4; GalR3 antag: -7.3; IDE inh: -3.2; VIM-2 inh: -0.6; p-CIP stab down: -12.7

What do the screens show for `COC(=O)C(C)Oc1cc(OC(C)C(=O)OC)c2c(-c3ccccc3)cc(=O)oc2c1` (centres undefined)?
NS3 helicase inh: -0.9; CRFR2-BP antag: -4.8; IDE act: -2.6; SUMO HTRF inh: -2.1; IMP-1 inhibitor: -0.5; GalR3 antag: 2.8; IDE inh: -1.1; VIM-2 inh: -0.8; p-CIP stab down: 6.4

Results for CCCCn1c(=S)[nH]c2cc(S(=O)(=O)N3CCOCC3)ccc21 ?
CRFR2-BP antag: -21.7; IDE act: -2.3; GalR3 antag: -3.6; IDE inh: 2.8

Results for Cc1cc(OCc2ccccc2)ccc1/C(O)=C1/C(=O)C(=O)N(Cc2cccnc2)C1c1ccncc1 (centres undefined) ?
NS3 helicase inh: 9.9; CRFR2-BP antag: 1.6; IDE act: 0.1; SUMO HTRF inh: 13.1; IMP-1 inhibitor: -1.4; GalR3 antag: -0.4; IDE inh: 9.0; VIM-2 inh: -0.4; p-CIP stab down: -0.3

What do the screens show for `COCC(C)NCc1cc(Br)ccc1OC` (centres undefined)?
NS3 helicase inh: -10.1; CRFR2-BP antag: 8.9; IDE act: 3.7; SUMO HTRF inh: -13.7; IMP-1 inhibitor: -2.1; GalR3 antag: -2.6; IDE inh: -0.1; VIM-2 inh: -3.0; p-CIP stab down: 6.8

How did C=C(C)CSc1nc(N)cc(=O)[nH]1 do in these assays?
NS3 helicase inh: 6.0; CRFR2-BP antag: 20.1; IDE act: -5.9; SUMO HTRF inh: 10.2; IMP-1 inhibitor: -0.7; GalR3 antag: 0.1; IDE inh: 9.8; VIM-2 inh: -2.0; p-CIP stab down: -15.8

Results for CC(C)/C=N/Nc1nc(-c2ccc(Br)cc2)cs1 ?
NS3 helicase inh: 12.1; CRFR2-BP antag: -31.5; IDE act: -6.5; SUMO HTRF inh: -13.7; IMP-1 inhibitor: -0.6; GalR3 antag: -5.0; IDE inh: 0.7; VIM-2 inh: -2.2; p-CIP stab down: -1.3

What do the screens show for `COc1ccccc1C1CN=NC12CCCc1ccccc1C2=O` (centres undefined)?
NS3 helicase inh: -5.4; CRFR2-BP antag: -10.5; IDE act: 0.2; SUMO HTRF inh: 4.5; IMP-1 inhibitor: -1.7; GalR3 antag: -4.5; IDE inh: -3.6; VIM-2 inh: -5.1; p-CIP stab down: -6.9
